Pf growth 96h: inhibits malaria parasite growth, 96 h; P. falciparum luciferase reporter growth, 96 h; Potency, µM (titrated, usually from 28.7 µM), inactives show at the top dose activity change, negative = inhibition, most hits filed as inhibitors; 6.9% of 320,000 active; AID 504834; note: potency is the fitted concentration of half-maximal effect; % is set by controls: 0 for no effect and ±100 for the full control effect
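Plates of compound plus infected erythrocytes (2% hematocrit, 0.05% parasitemia final) incubate 96 hours, 37 C, 5% CO2. Detection reagent added; reduced luminescence from the parasites' luciferase reporter flags inhibition.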
LmPK inh: blocks Leishmania mexicana pyruvate kinase activity. 0.37% of 290,000 active. Potency, µM (titrated, usually from 57.5 µM), for the others: at the highest dose activity change, negative = inhibition, hits mostly inhibitors. purified LmPK, Kinase-Glo ATP luminescence, 1 h; note: potency is the fitted concentration of half-maximal effect; % is set by controls: 0 for no effect and ±100 for the full control effect
Target sequence (Q27686 whole entry, looked up): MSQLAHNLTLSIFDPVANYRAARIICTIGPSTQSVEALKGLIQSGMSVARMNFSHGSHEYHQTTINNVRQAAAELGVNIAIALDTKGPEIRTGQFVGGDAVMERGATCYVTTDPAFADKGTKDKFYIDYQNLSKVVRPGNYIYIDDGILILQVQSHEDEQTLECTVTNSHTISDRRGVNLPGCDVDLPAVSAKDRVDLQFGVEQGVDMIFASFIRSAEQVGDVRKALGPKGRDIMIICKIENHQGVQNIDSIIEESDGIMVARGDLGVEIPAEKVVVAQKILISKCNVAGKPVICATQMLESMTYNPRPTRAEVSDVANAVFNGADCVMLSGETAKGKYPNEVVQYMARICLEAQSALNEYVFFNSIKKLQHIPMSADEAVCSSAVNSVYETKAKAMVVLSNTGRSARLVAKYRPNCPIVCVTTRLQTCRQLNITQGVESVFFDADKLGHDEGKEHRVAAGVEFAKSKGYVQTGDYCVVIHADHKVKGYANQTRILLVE
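Kinase-Glo luminescence read after 1 h RT reaction of 0.1 nM LmPK with 0.5 mM PEP and 0.1 mM ADP. Activity scaled between uninhibited and enzyme-free controls.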
Shiga toxin inh: Shiga toxin inhibition | Vero cells, Shiga toxin protein synthesis inhibition reporter | inhibition, % at 38.7 µM | 9.2% of 290,000 active | AID 2315; in the data active = inhibition mostly above about 28%, no sharp cut-off; inactive = mostly below about 43%; note: 0% is about no effect
AMA1-RON2 inh: inhibitors of Plasmodium falciparum AMA1-RON2 interaction; AID 720542; Potency, µM (doses to about 58.2 µM), for inactives: at the highest dose activity change, negative = inhibition, hits mostly inhibitors; 0.2% of 360,000 active; AlphaScreen AMA1-biotinylated RON2 peptide binding;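 note: potency is the fitted concentration of half-maximal effect; 0% = vehicle wells and -100% = peptide control; nearly all actives have a fitted effect of over 45% in size; some results filed as inactive show a strong effect at the top dose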
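AMA1 (3D7) with his tag at 25 nM final met compounds first, then biotinylated RON2 peptide at 25 nM; detection used donor plus acceptor beads, 10 µg/mL apiece, read by AlphaScreen after 30 min at room temperature.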
Cycloheximide cs: counter-screen for Shiga toxin inhibitors: cycloheximide protein synthesis inhibition; cell reporter, cycloheximide protein synthesis inhibition counterscreen; max response, %; 12% of 300,000 active; AID 2314; in the data active = max response mostly above about 13%, no sharp cut-off; inactive = mostly below about 14%; note: read at 38.3 µM for the half of the compounds with a filed dose; 0% is about no effect
TbPYK inhibitor: inhibitors of Trypanosoma brucei pyruvate kinase; TbPYK enzyme, Kinase-Glo Plus ATP luminescence, 45 min; Potency, µM (doses to about 76.8 µM), without a hit: at the highest dose activity, negative = inhibition, hits mostly inhibitors; 0.12% of 410,000 active; AID 624173; note: potency is the fitted concentration of half-maximal effect; % is set by controls: 0 for no effect and ±100 for the full control effect; nearly all actives have a fitted effect of over 50% in size
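Quantitative HTS: titrated library compounds versus trypanosomal pyruvate kinase in TEA buffer (pH 7.2) containing KCl, MgCl2, BSA and Tween-20. Reactions were initiated with ADP, 130 uM final. Kinase-Glo Plus luminescence was read after 45 min at RT.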
Pf growth 48h: P. falciparum growth inhibition at 48 hours (one generation); P. falciparum luciferase growth in erythrocytes, 48 h; Potency, µM (top dose mostly 28.7 µM), for inactives: at the highest dose activity change, negative = inhibition, actives largely listed as inhibitors; 5.9% of 310,000 active; AID 504832; note: potency is the fitted concentration of half-maximal effect; % is set by controls: 0 for no effect and ±100 for the full control effect
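Firefly luciferase activity from engineered P. falciparum reports growth; inhibitors lower the luminescent signal. Cultures contained 2% hematocrit erythrocytes at 0.1% final parasitemia.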
Numbers without * were called inactive; ? = inconclusive; · = not tested or not shown; & = joins results of further samples; [ ] = another dose, or the depositor's remark. Unless noted, calls come from the whole dose curve; as a rule, active = well fitted curve in the direction sought with a large enough effect; inconclusive = small, poorly fitted or top-dose-only effect, or another doubt; inactive = no such curve, though single readings can be large; an effect the other way counts as inactive or inconclusive.

Order of results: AMA1-RON2 inh, TbPYK inhibitor, Pf growth 96h, Pf growth 48h, LmPK inh, Shiga toxin inh, Cycloheximide cs
> O=C(O)Cc1csc(NC(=O)CSc2cccc(C(=O)O)n2)n1
  27%, -9%, 6%, -1%, -2%, -3, -2
> CCOCC(=O)Nc1cc(-c2cn3cccnc3n2)ccc1C
  4%, -5%, 24%, 24%, -4%, -6, 6
> CC(=O)Nc1ccc(NC2=C(Cl)C(=O)c3ccccc3C2=O)cc1
  -1%, -16%, 18%, 0%, -11%, 39, 18
> COc1ccc(S(=O)(=O)N2CCc3ccccc32)cc1C(=O)NCCc1ccccn1
  -4%, -1%, ?, 10µM*, 4%, -15, 6
> COc1ccc(C(=O)NN2C(=O)C3CCC(C)(C2=O)C3(C)C)cc1 (centres undefined)
  -20%, -2%, 0%, 30%[activator], -1%, -15, -4
> CCOC(=O)c1cnn(-c2ccccc2)c1-n1cccc1C(=O)C(=O)Nc1ccc(F)cc1
  -14%, 2%, 24%, -12%, 2%, 19, 1
> COCCSc1ccccc1C(=O)Nc1ccncc1
  2%, -5%, ·, 0%, -6%, -23, -2
> Cc1cc2c(c(=O)n1CCc1ccccc1)C(C(C)C)C(C#N)=C(N)O2 (centres undefined)
  -1%, 6%, -1%, -13%, -1%, -2, -2
> Cc1cccc(-c2nnc3n2N=C(c2ccccc2)CS3)c1
  -8%, 2%, ?, ·, 2%, -20, -4
> O=C(NCC1CCN(Cc2ccccc2F)CC1)C1CCCN(c2ncnc3c2nc2n3CCCCC2)C1 (centres undefined)
  -15%, -4%, 1%, ?, -5%, -12, -4
> CC(=O)n1ccnc1
  -3%, 14%, 27%, 7%, -9%, -2, -2
> O=C(CN1C(=O)NC2(CCCCCCC2)C1=O)Nc1ccc(Br)cc1Br
  4%, -2%, 3%, -24%, ·, ·, ·
> O=C(Cn1cc(S(=O)(=O)Cc2ccccc2)c2ccccc21)N1CCOCC1
  -5%, -23%, -13%, -13%, -1%, -4, 3
> Cc1cc(C(=O)CSc2nnc(-c3cccnc3)n2-c2ccccc2F)c(C)n1CC1CCCO1 (centres undefined)
  -7%, -7%, 15µM*, ·, 0%, 13, 1
> Cc1oc2cc3oc(=O)c(CCC(=O)N[C@H](C(=O)O)C(C)C)c(C)c3cc2c1C
  -8%, 1%, 46%[activator], 27%, -7%, 38, 11
> O=C1NC2(CCCCC2)C(=O)N1CCN1C(=O)c2ccccc2C1=O
  -4%, 8%, 14%, 2%, -3%, -29, 1
> COc1cc2c(cc1NS(=O)(=O)N1CCCCC1)oc1ccccc12
  -5%, -4%, ·, 5%, 5%, -19, 4
> CCOC(=O)/C=C/c1nc(C(=O)OCC)c(C)c(=O)[nH]1
  14%, 4%, ?, ?, 3%, 2, -4
> O=C1c2ccccc2C(=O)N1/N=C/c1ccc(O)c(O)c1
  9%, -10%, -13%, -8%, -13%, 47*, 9
> COc1cc(C(=O)NC2CC(C)(C)Cc3c2cnn3-c2ccccc2)cc(OC)c1OC (centres undefined)
  -1%, -10%, ?, -22%, 2%, -11, 0
> CCN(CC(=O)Nc1cccc(OC)c1)CC(=O)Nc1ccccc1C
  27%, 0%, 2%, -28%, 2%, -3, -5
> CC(NC(=O)C1CCN(C(=O)Nc2ccccc2)CC1)c1ccccc1 (centres undefined)
  5%, -9%, 18%, -1%, ·, ·, ·
> COC(=O)C1=C(C(=O)OC)C(c2ccc(OC)c(OC)c2)c2sc(=O)[nH]c2S1 (centres undefined)
  12%, ?, 3%, -10%, ?, 22, -2
> Cc1cccc(NC(=O)CN2CCN(C(=O)c3oc4c(Cl)cccc4c3C)CC2)c1C
  -2%, 2%, ?, ?, ·, ·, ·
> CCOC(=O)N1CCN(Cc2nc(N)nc(Nc3ccc(C)cc3)n2)CC1
  4%, 0%, ·, 21%, 2%, 16, 6
> O=C(CCN1C(=O)c2ccc([N+](=O)[O-])cc2C1=O)Nc1ccccc1C(=O)O
  1%, 4%, 28%, 28%, 1%, -4, -1
> CN(C)C(=O)CSc1nnc(-c2cnccn2)n1C
  4%, -5%, 43%[activator], 31%[activator], 6%, 5, 5
> Cc1ccc(C)c(S(=O)(=O)NCC(=O)N2CCCC2)c1
  -6%, -3%, ?, 4%, -2%, -8, -4
> COC(=O)Nc1ccc(S(=O)(=O)N2CCCC(C(=O)NC3CCCCC3)C2)cc1 (centres undefined)
  -10%, -2%, ?, ?, -1%, 28, 13
> Cc1cccc(N2CC(O)(c3cccs3)[N+]3=C2CCCC3)c1C (centres undefined)
  -4%, -4%, ?, ?, -3%[11.5 µM], 7, -2

Three records drawn at random from those above:
Order of results: AMA1-RON2 inh, TbPYK inhibitor, Pf growth 96h, Pf growth 48h, LmPK inh, Shiga toxin inh, Cycloheximide cs
> COc1cc(C(=O)NC2CC(C)(C)Cc3c2cnn3-c2ccccc2)cc(OC)c1OC (centres undefined)
  -1%, -10%, ?, -22%, 2%, -11, 0
> CCOC(=O)N1CCN(Cc2nc(N)nc(Nc3ccc(C)cc3)n2)CC1
  4%, 0%, ·, 21%, 2%, 16, 6
> COC(=O)C1=C(C(=O)OC)C(c2ccc(OC)c(OC)c2)c2sc(=O)[nH]c2S1 (centres undefined)
  12%, ?, 3%, -10%, ?, 22, -2

Further records.
Order of results: AMA1-RON2 inh, TbPYK inhibitor, Pf growth 96h, Pf growth 48h, LmPK inh, Shiga toxin inh, Cycloheximide cs
> COc1ccc(OC)c(Nc2nc(-c3sc(NC(=O)c4ccccc4)nc3C)cs2)c1
  ·, ·, -22%, ?, -1%, 35, -2
> O=C(NCc1ccccn1)c1coc(=O)c(Br)c1
  -5%, -9%, -2%, 0%, 7%, 10, 1
> COc1ccc(CN2CCN(S(=O)(=O)c3ccccc3)CC2)c(OC)c1
  ?, 34%&38%[activator], 9%, -12%, -7%, -9, 6
> CCN(CC)C(=O)CSc1nc(COc2ccccc2)nc2ccccc12
  31%[activator], -6%, ?, -22%, -10%, 1, -4

Single records (already shown).
CCN(CC)C(=O)CSc1nc(COc2ccccc2)nc2ccccc12 across the screens: AMA1-RON2 inh: 31%[activator]; TbPYK inhibitor: -6%; Pf growth 96h: ?; Pf growth 48h: -22%; LmPK inh: -10%; Shiga toxin inh: 1; Cycloheximide cs: -4
COc1ccc(CN2CCN(S(=O)(=O)c3ccccc3)CC2)c(OC)c1 across the screens: AMA1-RON2 inh: ?; TbPYK inhibitor: 34%&38%[activator]; Pf growth 96h: 9%; Pf growth 48h: -12%; LmPK inh: -7%; Shiga toxin inh: -9; Cycloheximide cs: 6

Reformatted: results already given
O=C(NCc1ccccn1)c1coc(=O)c(Br)c1
- AMA1-RON2 inh = -5%
- TbPYK inhibitor = -9%
- Pf growth 96h = -2%
- Pf growth 48h = 0%
- LmPK inh = 7%
- Shiga toxin inh = 10
- Cycloheximide cs = 1
COc1ccc(CN2CCN(S(=O)(=O)c3ccccc3)CC2)c(OC)c1
- AMA1-RON2 inh = ?
- TbPYK inhibitor = 34%&38%[activator]
- Pf growth 96h = 9%
- Pf growth 48h = -12%
- LmPK inh = -7%
- Shiga toxin inh = -9
- Cycloheximide cs = 6
CCN(CC)C(=O)CSc1nc(COc2ccccc2)nc2ccccc12
- AMA1-RON2 inh = 31%[activator]
- TbPYK inhibitor = -6%
- Pf growth 96h = ?
- Pf growth 48h = -22%
- LmPK inh = -10%
- Shiga toxin inh = 1
- Cycloheximide cs = -4
